Wee1 stabilizer: human Wee1 degradation inhibition, primary screen. P30291. hit rate 1.2% among 220,000. reporter increase, % at 5 µM. HeLa Luc-Wee1K328M stability, luciferase luminescence; 100% = proteasome inhibitor MG132 effect. AID 1321;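 active = activation above the mean of all tested compounds plus 3 SD, set per screening run, cut at about 8.8% in these data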;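 also: cells exposed to compound for 20 h before luminescence read; 0% = DMSO alone and 100% = MG132 at 30 µM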
Target sequence (P30291 whole entry K328M): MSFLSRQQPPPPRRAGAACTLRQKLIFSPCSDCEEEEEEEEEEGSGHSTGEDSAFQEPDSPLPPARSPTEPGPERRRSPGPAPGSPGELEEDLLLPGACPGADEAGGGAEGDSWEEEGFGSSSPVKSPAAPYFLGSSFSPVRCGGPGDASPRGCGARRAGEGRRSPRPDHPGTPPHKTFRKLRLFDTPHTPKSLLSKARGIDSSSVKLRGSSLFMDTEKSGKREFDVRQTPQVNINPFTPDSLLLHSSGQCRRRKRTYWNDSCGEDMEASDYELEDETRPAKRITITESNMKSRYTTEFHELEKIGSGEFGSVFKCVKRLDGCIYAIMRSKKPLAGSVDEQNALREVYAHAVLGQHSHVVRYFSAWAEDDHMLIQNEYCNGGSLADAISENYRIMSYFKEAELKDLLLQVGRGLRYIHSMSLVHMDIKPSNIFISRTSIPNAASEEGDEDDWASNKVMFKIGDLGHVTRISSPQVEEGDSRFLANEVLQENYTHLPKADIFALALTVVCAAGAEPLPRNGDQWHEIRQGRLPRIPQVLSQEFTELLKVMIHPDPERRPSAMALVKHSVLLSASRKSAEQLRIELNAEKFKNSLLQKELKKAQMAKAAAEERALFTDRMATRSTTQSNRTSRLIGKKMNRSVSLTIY
BaF3 tox: parental Ba/F3 viability inhibition as JAK2V617F counter-screen; CellTiter-Glo ATP luminescence; inhibition, % at 5.6 µM; hit rate 1.1% among 220,000; AID 1486;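 active = inhibition above a per-campaign cutoff, the mean inhibition of all tested compounds plus 3 SD, cut at about 27% in these data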;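 also: 0% = DMSO wells and 100% = JAK Inhibitor I control wells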
RBBP9 inhibitor: human RBBP9 hydrolase inhibition; recombinant RBBP9, FP-Rh probe fluorescence polarization; AID 1515; inhibition, % at 7.94 µM; hit rate 0.2% among 220,000;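 active = inhibition above the campaign mean of all tested compounds plus 3 SD, cut at about 14% in these data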;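 also: plate controls were DMSO wells with RBBP9 for no effect and wells lacking RBBP9 protein for full effect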
Target sequence (O75884 whole entry, looked up): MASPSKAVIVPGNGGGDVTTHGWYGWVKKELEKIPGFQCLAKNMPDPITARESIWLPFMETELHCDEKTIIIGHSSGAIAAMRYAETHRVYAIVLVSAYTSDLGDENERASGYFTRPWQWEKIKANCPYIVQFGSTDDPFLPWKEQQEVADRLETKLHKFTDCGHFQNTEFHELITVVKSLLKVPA
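System: RBBP9 protein / Quantity: 2.5 µM RBBP9 dispensing solution, before mixing / Also added: Serine-hydrolase probe FP-Rh, 375 nM pre-mixing / Dosing: 7.94 µM single dose, 0.794% DMSO / Timing: enzyme-compound preincubation 30 min, then probe labeling 45 min, 25 °C / Signal: FP readout at 525/598 nm / Controls: DMSO-treated enzyme wells and wells lacking RBBP9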
TRPML3 agonist: activates the human TRPML3 channel | AID 1448 | Q8TDD5 | activation, % at 3 µM | hit rate 0.29% among 220,000 | HEK293 TRPML3-YFP, Fluo-8 calcium fluorescence; 100% = the carbachol control signal;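 active = activation above its plate's cutoff, the mean activation of the plate's test wells plus 3 SD, cut at about 12% in these data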;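 also: 0% = DMSO only wells and 100% = carbachol wells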
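system = HEK293 cells stably carrying human TRPML3-YFP | doses = one concentration, 3 µM nominal, 0.3% DMSO | timing = dye loading 1 h 37 °C then 30 min ambient, 125 s read | detection = Fluo-8 calcium dye fluorescence, ex 470-495, em 515-575 nm | benchmarks = high control carbachol 87 µM, low control DMSO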
PPC-1+TRAIL kill: PPC-1 cancer cell killing with TRAIL present; PPC-1 cells + TRAIL, ATPLite viability luminescence; cell killing (% activity), % at 4 µM; AID 1443; hit rate 0.41% among 220,000;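 active = cell killing above 50% in the first pass at 4 µM, then a duplicate retest at 5 µM averaging 50% or more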;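 also: plate controls were cells with TRAIL plus DMSO for no effect and medium-only wells lacking cells for full effect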
Ba/F3 V617F tox: loss of viability in JAK2V617F-driven Ba/F3 cells | hit rate 1.1% among 220,000 | Ba/F3 EpoR-JAK2V617F viability, ATP luminescence | inhibition, % at 5.6 µM;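 active = inhibition above the campaign mean plus 3 SD over all tested compounds, cut at about 24% in these data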;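 also: cytokine-independent growth of Ba/F3 cells driven by EpoR plus mutant JAK2; 0% = DMSO-treated cells and 100% = JAK inhibitor I control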
CHOP inh: CHOP inhibition in unfolded protein response. CHO-K1 CHOP-promoter luciferase, tunicamycin-induced, 15-18 h. inhibition, % at 10 µM. hit rate 3.8% among 220,000. AID 2732;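 active = compounds that reduced the stress-induced luciferase reporter signal by more than about 70% of percent inhibition, limit read from the data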;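 also: 0% = tunicamycin plus vehicle and 100% = wells without tunicamycin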
zfTRPN1 agonist: agonists of zebrafish TRPN1 channel. HEK293 zebrafish TRPN1-YFP, Fluo-8 calcium fluorescence; 100% = response to 87 µM carbachol. AID 1424. activation, % at 3 µM. hit rate 0.18% among 220,000;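 active = activation above its plate's cutoff, the mean activation of test wells on that plate plus 3 SD, cut at about 19% in these data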;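 also: 0% = DMSO alone and 100% = 87 µM carbachol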
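Control set: carbachol 87 µM as high control, DMSO as low control; system: HEK293 stable line with zebrafish TRPN1-YFP; read-out: % activation versus carbachol response; detection: intracellular calcium fluorescence with Fluo-8; doses: single test compound dose, 3 µM nominal, 0.3% DMSO; schedule: dye 1 h 37 °C plus 30 min RT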
TNF death inh: TNF-alpha cell death inhibition in Jurkat FADD-/- cells; Jurkat FADD-/- TNF necroptosis rescue, ATP luminescence, 24 h; 0 = TNF only, 100 = no-TNF cells; activation (protection from cell death), % at 10 µM; hit rate 0.068% among 220,000; AID 463075;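 active = activation, meaning protection from cell death, of at least 50% relative to plate controls; inactive = activation below 50%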;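 also: necroptosis triggered by 40 ng/mL TNF-alpha added together with compound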
Active calls of the source: *. Rows were taken by chance, and some 6.8% of all compounds hit somewhere here.

CN(C)NC(=S)NC1(C)CCS(=O)(=O)C1 (stereo not given) was read as Wee1 stabilizer -2, BaF3 tox -2, RBBP9 inhibitor 1, TRPML3 agonist 0.4, PPC-1+TRAIL kill -4, Ba/F3 V617F tox -3, CHOP inh 12, zfTRPN1 agonist 0.9 and TNF death inh 2.1.
Screening NS(=O)(=O)c1ccc(NC(=O)COC(=O)c2ccc(Cl)nc2)cc1 returned Wee1 stabilizer -1, BaF3 tox 4, RBBP9 inhibitor 2, TRPML3 agonist 0.3, PPC-1+TRAIL kill 9, Ba/F3 V617F tox 1, CHOP inh 17, zfTRPN1 agonist 1.5 and TNF death inh -0.1.
For CSC1=N/C(=C\c2cccc(Cl)c2)C(=O)N1N(C)C the results were Wee1 stabilizer 3, BaF3 tox -2, RBBP9 inhibitor -7, TRPML3 agonist 0.1, PPC-1+TRAIL kill 21, Ba/F3 V617F tox 2, CHOP inh 16, zfTRPN1 agonist 0.8 and TNF death inh 1.3.
COC(=O)c1cc2ccsc2n1Cc1nc(-c2ccc(Cl)cc2)oc1C was read as Wee1 stabilizer -2, BaF3 tox 1, RBBP9 inhibitor -4, TRPML3 agonist 0.2, PPC-1+TRAIL kill -10, Ba/F3 V617F tox -6, CHOP inh 38, zfTRPN1 agonist 0.6 and TNF death inh 0.2.
For COc1ccc(/C=N/Nc2nnc(Cc3ccccc3)c(=O)[nH]2)cc1 the results were Wee1 stabilizer 1, BaF3 tox -7, RBBP9 inhibitor 5, TRPML3 agonist 0.4, PPC-1+TRAIL kill 18, Ba/F3 V617F tox -3, CHOP inh -17, zfTRPN1 agonist -0.4 and TNF death inh 1.8.
`NC(=O)c1ccc(-n2nnnc2Oc2ccccc2C(=O)N2CCOCC2)cc1` gave Wee1 stabilizer -2, BaF3 tox 0, RBBP9 inhibitor -7, TRPML3 agonist -0.4, PPC-1+TRAIL kill 4, Ba/F3 V617F tox -3, CHOP inh -13, zfTRPN1 agonist 0.2 and TNF death inh -3.3.
For O=C1N(CN2CCN(Cc3ccccc3)CC2)c2ccccc2C12OCCCO2 the results were Wee1 stabilizer -1, BaF3 tox 2, RBBP9 inhibitor -2, TRPML3 agonist 0.7, PPC-1+TRAIL kill -2, Ba/F3 V617F tox -4, CHOP inh 19, zfTRPN1 agonist -0.7 and TNF death inh 0.6.
For CC(C)(C)c1ccc(OCCn2ccccc2=O)cc1 the results were Wee1 stabilizer 4, BaF3 tox 5, RBBP9 inhibitor -7, TRPML3 agonist 0.7, PPC-1+TRAIL kill 15, Ba/F3 V617F tox 6, CHOP inh 2, zfTRPN1 agonist -0.2 and TNF death inh 0.2.
Screening O=C(COC(=O)/C=C/c1ccccc1)Nc1cccc(Oc2ccccc2)c1 returned Wee1 stabilizer -4, BaF3 tox 0, RBBP9 inhibitor -3, TRPML3 agonist 0.8, PPC-1+TRAIL kill 10, Ba/F3 V617F tox -6, CHOP inh -21, zfTRPN1 agonist -0.2 and TNF death inh 2.0.
Cc1ccc(NC(=O)Cn2cccc2)c(C)c1 was read as Wee1 stabilizer -2, BaF3 tox 3, RBBP9 inhibitor -5, TRPML3 agonist 0.6, PPC-1+TRAIL kill 10, Ba/F3 V617F tox -2, CHOP inh 3, zfTRPN1 agonist 0.2 and TNF death inh 1.0.
CC(=O)N1CN(Cc2ccccn2)Cc2c1sc1c2CCCC1 was read as Wee1 stabilizer 1, BaF3 tox 1, RBBP9 inhibitor -7, TRPML3 agonist 0.8, PPC-1+TRAIL kill 22, Ba/F3 V617F tox -1, CHOP inh 9, zfTRPN1 agonist -0.2 and TNF death inh 0.6.
NC(=O)NC(=O)C[n+]1cccc(/C=N/O)c1 was read as Wee1 stabilizer 0, BaF3 tox 3, RBBP9 inhibitor -13, TRPML3 agonist 0.9, PPC-1+TRAIL kill 6, Ba/F3 V617F tox 1, CHOP inh -8, zfTRPN1 agonist 0.3 and TNF death inh -0.7.
CCOC(=O)Cc1cc(=O)n2[nH]c(C)c(-c3ccccc3OC)c2n1 was read as Wee1 stabilizer -1, BaF3 tox 6, RBBP9 inhibitor -6, TRPML3 agonist 0.7, PPC-1+TRAIL kill 4, Ba/F3 V617F tox -5, CHOP inh -6, zfTRPN1 agonist -0.5 and TNF death inh 0.3.
For COc1ccc(N2CCN(C(=O)C3CC(=O)N(c4ccc(C)cc4)C3)CC2)cc1 (stereo not given) the results were Wee1 stabilizer -3, BaF3 tox 0, RBBP9 inhibitor -8, TRPML3 agonist 0.8, PPC-1+TRAIL kill -15, Ba/F3 V617F tox -2, CHOP inh 24, zfTRPN1 agonist -0.8 and TNF death inh -1.9.
O=C(Nc1ccccc1)C1=C(N2CCOCC2)/C(=C/c2cccnc2)CC1 was read as Wee1 stabilizer 0, BaF3 tox 2, RBBP9 inhibitor 0, TRPML3 agonist 1.0, PPC-1+TRAIL kill -9, Ba/F3 V617F tox 0, CHOP inh 7, zfTRPN1 agonist 1.6 and TNF death inh 1.2.
Screening CCOc1ccc2ccccc2c1CNc1nnnn1C returned Wee1 stabilizer -4, BaF3 tox 2, RBBP9 inhibitor -6, TRPML3 agonist 0.1, PPC-1+TRAIL kill 2, Ba/F3 V617F tox 2, CHOP inh 11, zfTRPN1 agonist -0.4 and TNF death inh -1.2.
`COc1cccc(NC(=S)N(CCCN2CCC(C)CC2)Cc2cccs2)c1` gave Wee1 stabilizer -5, BaF3 tox 6, RBBP9 inhibitor 5, TRPML3 agonist 0.4, PPC-1+TRAIL kill 17, Ba/F3 V617F tox -6, CHOP inh 11, zfTRPN1 agonist -1.7 and TNF death inh 2.5.
For CCCn1cc(S(=O)(=O)CC(=O)Nc2ccc(OC)cc2OC)c2ccccc21 the results were Wee1 stabilizer 2, BaF3 tox -1, RBBP9 inhibitor 4, TRPML3 agonist -1.0, PPC-1+TRAIL kill 18, Ba/F3 V617F tox -5, CHOP inh 4, zfTRPN1 agonist -1.4 and TNF death inh -0.5.
Screening NS(=O)(=O)c1ccc(NC(=S)NCc2ccco2)cc1 returned Wee1 stabilizer -2, BaF3 tox -1, RBBP9 inhibitor 0, TRPML3 agonist 0.3, PPC-1+TRAIL kill 20, Ba/F3 V617F tox -4, CHOP inh -13, zfTRPN1 agonist 1.3 and TNF death inh 0.8.
Nn1c(SCc2ccccc2)nnc1-c1ccco1 was read as Wee1 stabilizer 1, BaF3 tox 8, RBBP9 inhibitor -3, TRPML3 agonist -0.6, PPC-1+TRAIL kill 6, Ba/F3 V617F tox -2, CHOP inh 13, zfTRPN1 agonist 1.5 and TNF death inh 0.2.

Random excerpt: 3 compounds from above
For COc1ccc(N2CCN(C(=O)C3CC(=O)N(c4ccc(C)cc4)C3)CC2)cc1 (stereo not given) the results were Wee1 stabilizer -3, BaF3 tox 0, RBBP9 inhibitor -8, TRPML3 agonist 0.8, PPC-1+TRAIL kill -15, Ba/F3 V617F tox -2, CHOP inh 24, zfTRPN1 agonist -0.8 and TNF death inh -1.9.
Screening NS(=O)(=O)c1ccc(NC(=S)NCc2ccco2)cc1 returned Wee1 stabilizer -2, BaF3 tox -1, RBBP9 inhibitor 0, TRPML3 agonist 0.3, PPC-1+TRAIL kill 20, Ba/F3 V617F tox -4, CHOP inh -13, zfTRPN1 agonist 1.3 and TNF death inh 0.8.
`COc1cccc(NC(=S)N(CCCN2CCC(C)CC2)Cc2cccs2)c1` gave Wee1 stabilizer -5, BaF3 tox 6, RBBP9 inhibitor 5, TRPML3 agonist 0.4, PPC-1+TRAIL kill 17, Ba/F3 V617F tox -6, CHOP inh 11, zfTRPN1 agonist -1.7 and TNF death inh 2.5.

Next part
CN(CCc1cn[nH]c1)C(=O)CC1C(=O)NCCN1Cc1ccccc1C(F)(F)F (stereo not given) was read as Wee1 stabilizer 2, BaF3 tox 12, RBBP9 inhibitor 0, TRPML3 agonist 0.2, PPC-1+TRAIL kill 10, Ba/F3 V617F tox 2, CHOP inh 7, zfTRPN1 agonist 0.2 and TNF death inh 0.1.
COc1nc(NCc2cccnc2)nc(NC2CCCCC2)n1 was read as Wee1 stabilizer 0, BaF3 tox 5, RBBP9 inhibitor -8, TRPML3 agonist -0.2, PPC-1+TRAIL kill 14, Ba/F3 V617F tox 5, CHOP inh 15, zfTRPN1 agonist 0.9 and TNF death inh 1.1.
`Cc1cc(O)c2c(-c3ccccc3)cc(=O)oc2c1` gave Wee1 stabilizer -2, BaF3 tox 10, RBBP9 inhibitor 5, TRPML3 agonist 3.0, PPC-1+TRAIL kill 17, Ba/F3 V617F tox 1, CHOP inh 16, zfTRPN1 agonist 6.2 and TNF death inh -1.4.
`CCN(CC)S(=O)(=O)c1ccc(/C=C/C(=O)Nc2cccc(F)c2)cc1` gave Wee1 stabilizer 7, BaF3 tox 8, RBBP9 inhibitor -23, TRPML3 agonist 2.3, PPC-1+TRAIL kill -2, Ba/F3 V617F tox 5, CHOP inh 25, zfTRPN1 agonist 10 and TNF death inh 1.6.
Screening COC(=O)C1C(=O)/C(=C(/C)N2CCCC2)C(=O)CC1(C)C (stereo not given) returned Wee1 stabilizer -1, BaF3 tox 3, RBBP9 inhibitor -8, TRPML3 agonist 0.0, PPC-1+TRAIL kill 4, Ba/F3 V617F tox -2, CHOP inh 30, zfTRPN1 agonist 0.3 and TNF death inh 0.4.
For O=C(Nc1ccccc1)Nc1ccc(-n2ccc(C(F)(F)F)n2)cc1 the results were Wee1 stabilizer 3, BaF3 tox 63*, RBBP9 inhibitor -10, TRPML3 agonist 5.3, PPC-1+TRAIL kill 12, Ba/F3 V617F tox 58*, CHOP inh 47, zfTRPN1 agonist 8.0 and TNF death inh 4.6.
`CCOC(=O)N1CCC(=NNc2nc3ccccc3s2)CC1` gave Wee1 stabilizer 6, BaF3 tox -1, RBBP9 inhibitor -5, TRPML3 agonist 2.0, PPC-1+TRAIL kill -6, Ba/F3 V617F tox -2, CHOP inh -5, zfTRPN1 agonist 1.4 and TNF death inh -1.2.
`COc1ccc(C2C(C#N)=C(N)Oc3n[nH]c(-c4ccccn4)c32)c(OC)c1OC` (stereo not given) gave Wee1 stabilizer 2, BaF3 tox -1, RBBP9 inhibitor -6, TRPML3 agonist 0.0, PPC-1+TRAIL kill 5, Ba/F3 V617F tox -3, CHOP inh 31, zfTRPN1 agonist 0.3 and TNF death inh -1.5.
Cc1c(Cl)c([N+](=O)[O-])nn1CC(=O)N1CCc2ccccc2C1 was read as Wee1 stabilizer 0, BaF3 tox 5, RBBP9 inhibitor -1, TRPML3 agonist 0.3, PPC-1+TRAIL kill 18, Ba/F3 V617F tox -2, CHOP inh -8, zfTRPN1 agonist 0.0 and TNF death inh -0.5.
